Screens (PubChem BioAssay)
PLC-gamma1 inh – PLC-gamma1 (human) inhibition, primary screen | actives 0.84% (n = 370,000) | inhibition, % at 12.2 µM | P19174 | purified PLC-gamma1, fluorogenic substrate, fluorescence; in the data active means inhibition above about 9.5%
hcDAF-12 act – H. contortus DAF-12 activation, primary screen; AID 652067; activation, % at 6.8 µM; HEK293 hcDAF-12 lit1-tk-luc reporter, luminescence; 0% DMSO, 100% Δ7-dafachronic acid; actives 1.4% (n = 370,000);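 active means activation above the mean of all tested compounds plus 3 SD, cut at about 5.5% in these data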;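 further: 100% = response to 3 µM Δ7-dafachronic acid high control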
MBD2 DNA inh – MBD2-methylated oligo binding inhibition | Q9UBB5 | TR-FRET, MBD2 binding to methylated oligonucleotide | inhibition, % at 4.4 µM | actives 0.31% (n = 370,000) | AID 686964; in the data active means inhibition above about 13%
Target sequence (Q9UBB5 whole entry, looked up): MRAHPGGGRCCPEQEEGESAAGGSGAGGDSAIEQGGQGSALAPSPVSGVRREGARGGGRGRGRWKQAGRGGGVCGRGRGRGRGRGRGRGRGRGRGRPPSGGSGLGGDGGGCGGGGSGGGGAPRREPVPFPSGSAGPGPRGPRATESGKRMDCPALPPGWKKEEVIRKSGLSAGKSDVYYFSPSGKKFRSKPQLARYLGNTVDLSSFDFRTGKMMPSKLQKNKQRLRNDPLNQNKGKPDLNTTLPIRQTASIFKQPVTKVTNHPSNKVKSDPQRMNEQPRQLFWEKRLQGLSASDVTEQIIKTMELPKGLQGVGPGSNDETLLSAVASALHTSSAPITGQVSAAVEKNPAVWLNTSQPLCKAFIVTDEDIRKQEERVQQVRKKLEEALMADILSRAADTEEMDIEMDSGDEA
Rev-erbA mod – modulators of human Rev-erb alpha DNA binding | AID 1259318 | actives 0.79% (n = 370,000) | activity, % at 10 µM | P20393 | Rev-erbα–FITC-DNA binding, fluorescence polarization, 90 min;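 active means activity above about 14%, limit read from the data; passing the limit was not always enough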;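 further: 0% = DMSO wells with 35 nM protein and 100% = DMSO wells with 750 nM protein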
Target sequence (P20393 whole entry, looked up): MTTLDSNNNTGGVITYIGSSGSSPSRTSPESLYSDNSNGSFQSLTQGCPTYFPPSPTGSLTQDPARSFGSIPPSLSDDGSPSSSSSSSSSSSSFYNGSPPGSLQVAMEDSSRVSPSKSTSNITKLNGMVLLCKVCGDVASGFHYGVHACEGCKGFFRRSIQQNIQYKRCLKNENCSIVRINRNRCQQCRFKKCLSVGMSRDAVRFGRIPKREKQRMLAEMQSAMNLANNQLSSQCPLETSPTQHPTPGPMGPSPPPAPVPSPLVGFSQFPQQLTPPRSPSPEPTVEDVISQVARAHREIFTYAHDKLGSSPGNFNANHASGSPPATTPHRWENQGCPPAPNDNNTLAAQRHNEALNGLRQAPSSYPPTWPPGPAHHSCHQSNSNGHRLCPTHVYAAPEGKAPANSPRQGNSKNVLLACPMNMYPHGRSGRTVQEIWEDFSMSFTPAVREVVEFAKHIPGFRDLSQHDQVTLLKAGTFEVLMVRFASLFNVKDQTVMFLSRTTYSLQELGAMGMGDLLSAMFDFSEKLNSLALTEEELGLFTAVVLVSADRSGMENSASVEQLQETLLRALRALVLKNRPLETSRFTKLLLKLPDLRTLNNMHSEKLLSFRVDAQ
DAX1 inh-1 – NR0B1 (DAX1) inhibition; P51843; HEK293 Gal4-DAX1 luciferase reporter, luminescence; inhibition, % at 6.75 µM; actives 0.99% (n = 340,000); AID 504766;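 active means inhibition above the mean over all tested compounds plus 3 SD, cut at about 4.2% in these data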;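 further: 0% = DAX1-transfected cells with DMSO and 100% = empty-vector control cells with DMSO; inhibition shows as a rise in luminescence from relieved DAX1 repression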
PLCb3 inh – inhibitors of human phospholipase C beta3. Purified PLC-beta3, fluorogenic substrate, fluorescence. inhibition, % at 12.2 µM. actives 0.18% (n = 370,000); in the data active means inhibition above about 11%;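 further: 0% = median of compound wells on plate and 100% = full blocker control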
ssDAF-12 act – activators of S. stercoralis DAF-12 nuclear receptor. activation, % at 6.8 µM. HEK293 ssDAF-12/GRIP1 lit1-tk-luc reporter, luminescence; % of 3 µM dafachronic acid response. actives 1% (n = 370,000). AID 652126;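 active means activation above the mean over all tested compounds plus 3 SD, cut at about 0.9% in these data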;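 further: 0% = DMSO-only wells and 100% = 3 µM delta7-dafachronic acid wells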
ADAM17 inh – inhibits human ADAM17. AID 720648. inhibition, % at 6.95 µM. recombinant ADAM17, EDANS/DABCYL FRET peptide cleavage. actives 0.83% (n = 370,000);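 active means inhibition above the mean of compounds lying between control limits plus 3 SD, set per campaign, cut at about 8.5% in these data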;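 further: 0% = DMSO-only wells as the low control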
SMARCA2 act – SMARCA2 function activation, primary screen. actives 1% (n = 370,000). activation, % at 9.1 µM. MG213 cells, MMTV-luciferase reporter, dexamethasone, overnight. AID 652017; in the data active means activation above about 7.8%;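 further: 0% = vehicle wells and 100% = reference activator wells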
DAX1 inh-2 – DAX1 (NR0B1) inhibition, primary screen | AID 652010 | inhibition, % at 6.8 µM | HEK293T StAR-luciferase reporter, SF-1/DAX-1 repression relief | actives 1.1% (n = 370,000);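 active means inhibition above the mean over all tested compounds plus 3 SD, cut at about 3.6% in these data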;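 further: 0% = DAX-1 cells with DMSO and 100% = cells lacking DAX-1 with DMSO; higher inhibition means more luminescence from relief of DAX-1 repression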
hgDAF12 agonist – agonists of H. glycines DAF-12 nuclear receptor | HEK293 GAL4-hgDAF12 UAS-luciferase reporter, agonist luminescence; normalized to butyrate control | activation, % at 6.8 µM | actives 1.8% (n = 370,000) | AID 687014;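 active means activation above a cutoff set at the mean of all screened compounds plus 3 SD, cut at about 10% in these data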;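 further: 0% = DMSO wells and 100% = sodium butyrate wells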
Active calls of the source: *; . = not tested or not shown. Outcome played no part in choosing rows, and some 7.4% of all compounds hit somewhere here.

SMILES	PLC-gamma1 inh	hcDAF-12 act	MBD2 DNA inh	Rev-erbA mod	DAX1 inh-1	PLCb3 inh	ssDAF-12 act	ADAM17 inh	SMARCA2 act	DAX1 inh-2	hgDAF12 agonist
CCN1CCC(NC(=O)c2cc(OC)c(OC)cc2OC)CC1	-4	-1.7	-1	-4	0.7	-4	-1.1	-1	-4	-0.4	-3.3
ClCc1nc2ccccc2c2ccccc12	-4	3.8	-5	3	0.1	-8	-0.1	-2	2	0.6	-2.1
COC(Cc1nnc(SC)n1-c1ccc(Cl)cc1)OC	-1	-1.0	1	2	1.8	-1	-1.6	-2	3	0.0	-0.8
COc1cccc(C(NC(C)=O)c2nc(-c3ccccc3)cs2)c1 (stereo not drawn)	-2	-1.5	1	-4	.	-6	-1.8	0	2	-0.6	4.2
CSCCC(NS(=O)(=O)c1ccccc1F)C(=O)NCc1cccnc1 (stereo not drawn)	1	0.3	-6	-3	0.6	-8	-1.1	-3	-1	-0.4	-1.2
COC(=O)c1ccc(-c2nn(C)c(=O)c3ccccc23)cc1	0	-2.2	0	-11	0.0	1	-1.0	-2	-1	0.6	1.1
CCOC(=O)C1=C(C)NC(=O)C(C(N)=O)C12CCCC2 (stereo not drawn)	2	-0.5	3	-3	5.1*	0	-1.0	-2	-1	0.7	-2.9
Cc1cnc(C(=O)OCC(=O)NCc2cccc(Cl)c2)cn1	1	0.1	-4	-6	1.6	-1	-1.4	-1	-2	0.8	-0.6
Cc1cc(=O)oc2cc(OCC(=O)NCCc3ccccc3)ccc12	-1	-4.1	-1	4	-0.5	-18	-1.5	-5	1	0.1	-0.6
O=C(Oc1cccnc1)c1cccc(Cl)c1	0	0.3	-1	-3	-0.2	2	-1.6	-3	2	-0.2	1.1
O=C(Nc1ccccc1C(=O)O)/C(=C/c1ccc(Cl)cc1Cl)NC(=O)c1ccco1	-6	0.5	-9	2	0.2	-15	-1.1	-3	3	-0.1	-1.5
Cc1ccc(C)c(NCc2ccccc2CO)c1	1	0.6	-2	4	-0.6	0	-2.1	-6	-2	-2.0	0.7
O=C(CCc1nc2ccccc2c(=O)[nH]1)Nc1ccccc1N1CCCCC1	-2	-0.2	0	11	1.9	3	-1.4	-3	-3	0.9	5.1
O=C(CCCCCN1C(=O)c2ccccc2C1=O)NCCc1nc2ccccc2[nH]1	2	-1.2	0	0	-1.5	0	-0.8	-5	1	0.2	-0.2
Cc1ccccc1-c1nsc(SCC(=O)Nc2ccc3c(c2)OCO3)n1	-3	0.1	1	0	-0.8	1	-1.6	0	2	-0.1	3.9
COc1ccccc1NC(=O)CSc1nnc(-c2ccccc2)o1	-2	2.5	-1	-1	5.2*	-3	-0.2	3	1	5.4*	11*
CCN(CC)S(=O)(=O)c1cccc(NC(=O)c2cc(-c3cccs3)nn2-c2ccccc2)c1	2	-3.7	0	-7	-1.4	-3	-1.8	4	-3	-0.5	-2.3
CCCC(=O)Nc1c(-c2ccccc2)c(=O)c(C)nn1-c1ccc(Cl)cc1	-3	-1.8	6	2	3.4	2	-0.9	-9	-1	-0.1	1.8
COc1cccc(NC(=O)COC(=O)c2ccco2)c1	0	0.0	-2	0	0.0	-2	-1.1	-5	2	0.7	1.2
Nc1c(N(Cc2ccco2)C(=O)c2cccc(F)c2)c(=O)[nH]c(=O)n1Cc1ccccc1	-3	0.8	3	-1	0.7	-12	0.9	0	6	-1.4	0.8
CCO[C@H]1OC(C(=O)NC2CC2)=C[C@@H](c2ccc(Br)cc2)[C@@H]1CCCO	-2	-1.5	0	6	1.1	-3	-1.1	-5	-1	0.4	-1.7
COc1ccc(N2CCN(C(=O)C3CCN(S(=O)(=O)c4c(C)noc4/C=C/N(C)C)CC3)CC2)cc1	7	0.2	-6	3	1.1	-8	-1.1	10*	-2	-1.0	-1.8
O=C(Nc1cccnc1)c1ccc(S(=O)(=O)c2ccc(Cl)cc2)cc1	-1	-1.6	-1	-1	-1.6	-2	-2.7	2	-6	-1.7	-2.0
O=C(NCC1COCCO1)C1CCN(S(=O)(=O)c2cccs2)CC1 (stereo not drawn)	0	-1.0	1	-6	.	-2	-1.5	0	-2	-0.3	2.4
Cc1ccc(-n2c3c(c(=O)[nH]c2=S)C(C(F)(F)F)(C(F)(F)F)NC(=O)N3)cc1	5	0.1	3	-3	-0.2	7	-1.2	-1	4	-0.1	1.3

Reprinted from the part before: 2 entries, followed by the next part.
SMILES	PLC-gamma1 inh	hcDAF-12 act	MBD2 DNA inh	Rev-erbA mod	DAX1 inh-1	PLCb3 inh	ssDAF-12 act	ADAM17 inh	SMARCA2 act	DAX1 inh-2	hgDAF12 agonist
O=C(NCC1COCCO1)C1CCN(S(=O)(=O)c2cccs2)CC1 (stereo not drawn)	0	-1.0	1	-6	.	-2	-1.5	0	-2	-0.3	2.4
Cc1ccc(-n2c3c(c(=O)[nH]c2=S)C(C(F)(F)F)(C(F)(F)F)NC(=O)N3)cc1	5	0.1	3	-3	-0.2	7	-1.2	-1	4	-0.1	1.3
CC(C)(C)c1nnc(NC(=O)Cc2ccccc2[N+](=O)[O-])s1	2	0.9	2	3	-1.2	3	-1.1	-5	-2	-0.1	-0.5
CC(C)(C)c1csc(NC(=O)CCS(=O)(=O)c2ccc(F)cc2)n1	0	-1.5	2	-9	-1.2	-1	-1.8	0	-5	-3.3	-5.8
CCOc1ccc(Cc2c(Cl)nc(N)nc2Cl)cc1	-10	2.3	-3	24	1.4	-14	-0.7	-3	-2	-0.3	1.6
C(=N\Nc1ccccc1)/c1ccc(N2CCOCC2)cc1	-28	3.6	4	-3	1.6	-34	1.2*	-5	2	2.4	13*
CN1CCN(CCCNC(=O)CCc2nnc3n(Cc4ccccc4Cl)c(=O)c4ccccc4n23)CC1	4	-1.9	-4	-6	0.4	-3	-0.9	1	-1	-0.8	-1.1
CN(CCN1CCOCC1)C(=O)CC1C(=O)NCCN1Cc1ccccc1C(F)(F)F (stereo not drawn)	-6	0.0	-5	-1	-0.7	-18	-1.0	-5	0	0.1	-0.1
CCOc1cnn(-c2ccccc2)c(=O)c1Cl	0	-1.0	4	7	1.4	-5	-1.3	-2	4	-0.2	-1.3
Cc1ccc(-c2nnn(CC(=O)N(Cc3cccs3)C(C(=O)NC(C)(C)C)c3ccc(C)o3)n2)o1 (stereo not drawn)	1	-1.3	3	2	-2.0	-1	-2.1	1	-1	-0.6	-4.9
Cc1ccccc1-c1nnn(C/C(N)=N/O)n1	-2	-1.1	-3	-4	-0.5	6	-1.1	1	2	0.1	2.2
O=C1CCC(C(=O)N2CCN(c3ccc(F)cc3)CC2)CN1CC1CCCCC1 (stereo not drawn)	1	-2.7	1	2	-0.3	1	-1.1	-1	-3	-1.1	1.8
NC(N)=NCCCc1cn(CC(=O)N2CCNCC2)nn1	-1	-0.8	-1	3	-0.1	4	-1.4	1	2	0.5	-0.6
CN1CCN(C(=O)c2ccc(NC(=O)c3ccc(Br)o3)cc2)CC1	-2	-1.7	0	-6	.	-5	-1.2	-3	-3	0.0	1.5
CC(C)(C)NC(=O)C12CC3CC(CC(Cl)(C3)C1)C2	2	-0.2	-4	2	1.6	4	-0.3	-1	5	-0.1	-1.6
CC(C)[C@H](NC(=O)c1ccccc1)C(=O)N1CCC[C@H]1C(=O)NCCc1ccccc1Cl	0	-1.8	2	-8	.	2	-0.9	1	-1	-1.2	5.1
NNC(=O)/C(=C\c1ccco1)NC(=O)c1ccco1	-8	-0.6	-3	4	-1.0	-9	-0.6	-1	-1	0.1	-1.7
Cc1ccc(S(=O)(=O)N(C)C)cc1NC(=O)COC(=O)C1=COCCO1	0	-0.6	6	4	0.9	-6	-1.0	-1	-2	-1.1	-1.0
CCC(=O)N/N=C(\C)CC(=O)Nc1ccc2c(c1)OCCO2	3	1.8	-2	5	-0.8	-3	-1.5	-4	-3	-0.1	0.3
COc1cc(NC(=O)C2COc3ccccc3O2)c(OC)cc1Cl (stereo not drawn)	0	-2.4	-6	-3	-0.6	1	-1.8	5	0	-0.9	0.1
Cc1ccc(C(=O)COc2nc(C)nc3ccccc23)cc1	0	-0.7	-1	-3	-0.5	-3	-1.5	-2	0	-0.7	-2.9
CC(=O)Nc1ccc(S(=O)(=O)NCC(=O)OCC(=O)NCc2ccco2)cc1	1	-0.4	0	-11	-0.4	0	-0.9	0	0	0.8	-0.1
O=C(c1cc2ccccc2oc1=O)N(Cc1ccccc1F)C1CCS(=O)(=O)C1 (stereo not drawn)	-1	5.8*	-2	7	0.8	-8	-0.7	-2	3	2.2	4.9
Cc1csc(NC(=O)CCS(=O)(=O)c2ccc(Br)cc2)n1	0	-1.0	3	-9	0.2	0	-0.7	-4	1	0.3	1.7
Cc1ccc(C(=O)N(CCc2ccccc2)Cc2ccccc2)cc1S(=O)(=O)N1CCCCC1	3	-2.2	1	-4	0.0	-1	-1.2	7	-2	-2.9	-1.6
CCOc1ccc(CN(C)C(=O)c2cccc(S(=O)(=O)Nc3ccccc3OC)c2)cc1OC	1	-1.5	5	-4	2.0	1	-1.4	-2	-1	-1.9	-1.8
COc1ccc(N(Cc2ccccc2)S(=O)(=O)c2cc(C(=O)O)ccc2Cl)cc1	3	-1.6	-2	13	0.4	-6	-1.0	4	-2	-0.3	-0.2

(cont.)
SMILES	PLC-gamma1 inh	hcDAF-12 act	MBD2 DNA inh	Rev-erbA mod	DAX1 inh-1	PLCb3 inh	ssDAF-12 act	ADAM17 inh	SMARCA2 act	DAX1 inh-2	hgDAF12 agonist
Cc1ccc2cc(C3CC(c4ccco4)=NN3S(C)(=O)=O)c(Cl)nc2c1 (stereo not drawn)	-3	-1.1	-3	0	-2.0	-10	-0.7	-4	2	-0.5	-0.6
O=C1CCc2cc(S(=O)(=O)NCc3ccccc3)cc3c2N1CC3	-3	-0.8	-4	5	-1.6	0	-1.0	-2	0	-0.7	0.9
COc1cccc(NC(=O)CCSc2ccc3ccccc3n2)c1	-4	0.9	-3	0	-1.1	-2	-0.6	2	2	0.6	1.2
COC(=O)C1=C(C)N(CCc2ccc(OC)c(OC)c2)C(=O)/C1=C\c1ccc(O)cc1	3	1.2	1	2	-0.2	5	-1.2	4	2	-0.5	-0.2
NC(=O)c1ccc(OCC(=O)N2CCNC2=O)cc1	3	-1.0	3	-8	2.6	-2	-1.2	-4	-3	-0.1	0.4
CC1(CCBr)C(=O)N(c2ccccc2)c2ccccc21 (stereo not drawn)	-1	-2.0	5	-3	0.1	0	-1.6	-3	0	-0.2	0.2
O=S(=O)(Nc1nc2c(s1)CCCC2)c1ccc(Br)cc1	0	-1.1	-4	0	0.3	-1	-0.7	0	-1	0.7	-2.2
CC(C)Oc1ccc(C(=O)N2CCC(CCC(=O)NC3CC3)CC2)cc1	1	-1.5	6	6	1.5	2	-1.4	2	-2	-0.9	1.6
COc1ccc(C(C#N)N2N=C(C)CC2(C)C)cc1OC (stereo not drawn)	0	-0.2	2	-5	1.2	2	-1.1	-4	2	0.0	-0.5
CC(=O)C1=C(C)NC(SCC(N)=O)=C(C#N)C1c1cccs1 (stereo not drawn)	-3	-2.8	1	0	0.2	-6	-1.5	-5	6	-0.3	-1.5
Cc1ccc(-n2c(Cc3cccn3C)nnc2SCC(=O)N2CCc3ccccc32)cc1	0	-1.7	0	3	-2.0	-4	-1.1	-5	-3	-0.1	-1.2
CC(C)(C)OC(=O)C[C@H]1C/C=C\C[C@H](CC(=O)N(CCO)Cc2ccccc2)C(=O)N2CCC[C@H]2COC1=O	2	-0.5	-3	-1	0.7	3	-1.0	1	-1	-0.3	-1.1
